Compound activity (PubChem)
IDH1 mut inh – inhibitors of human IDH1 R132H; O75874; IDH1 R132H reductase, diaphorase/resazurin fluorescence, 60 min; inhibition, % at 10 µM; 70,000 compounds, 0.18% hits; AID 624101; in the data active means inhibition above about 34%;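 further: 0% = DMSO and 100% = no enzyme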
PRC2 inh – blocks human EZH2/PRC2 H3K27 methylation; DELFIA TRF, 1 h; 57,000 compounds, 0.35% hits; AID 651548; inhibition, % at 12.5 µM; Q15910;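 active means mean inhibition of replicates at least 50% and every single replicate also reaching 50%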;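 further: dimethyl H3K27 on biotinylated H3 21-44 peptide detected by antibody; plate controls were median neutral control wells for no effect and median positive control wells for full effect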
Target sequence (Q15910 whole entry, looked up): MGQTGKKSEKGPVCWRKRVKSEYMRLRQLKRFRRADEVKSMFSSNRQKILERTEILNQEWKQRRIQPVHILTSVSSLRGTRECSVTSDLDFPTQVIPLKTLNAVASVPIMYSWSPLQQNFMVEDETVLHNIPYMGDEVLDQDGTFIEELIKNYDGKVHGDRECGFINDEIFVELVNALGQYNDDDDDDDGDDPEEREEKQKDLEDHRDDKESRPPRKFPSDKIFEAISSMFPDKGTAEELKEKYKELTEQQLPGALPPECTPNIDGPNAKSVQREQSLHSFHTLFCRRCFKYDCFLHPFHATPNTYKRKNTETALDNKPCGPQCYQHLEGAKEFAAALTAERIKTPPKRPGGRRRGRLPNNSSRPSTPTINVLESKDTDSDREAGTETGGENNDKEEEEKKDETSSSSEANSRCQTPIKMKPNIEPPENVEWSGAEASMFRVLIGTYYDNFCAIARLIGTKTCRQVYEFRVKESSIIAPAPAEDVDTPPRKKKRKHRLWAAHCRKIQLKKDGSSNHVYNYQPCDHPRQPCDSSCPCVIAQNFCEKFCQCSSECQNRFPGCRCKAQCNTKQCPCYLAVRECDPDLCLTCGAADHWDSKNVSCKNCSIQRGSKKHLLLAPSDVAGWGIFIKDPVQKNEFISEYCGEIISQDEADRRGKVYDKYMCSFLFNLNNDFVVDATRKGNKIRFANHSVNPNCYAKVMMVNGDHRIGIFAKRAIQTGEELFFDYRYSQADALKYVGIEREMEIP
* marks the source's active call; other numbers are inactive results; . = no result given; & = joins results of further samples. An excerpt. The share of hits here may be higher or lower than overall.

entry	canonical_smiles	IDH1 mut inh	PRC2 inh
1	Cc1ccc(S(=O)(=O)N[C@H]2C=C[C@@H](CC(=O)NC3CCCCC3)O[C@@H]2CO)cc1	-0.1	9.0
2	O=C(C[C@@H]1C[C@H]2c3cc(NC(=O)NC4CCCC4)ccc3O[C@H]2[C@H](CO)O1)NCc1ccc2c(c1)OCO2	1.3	-5.5
3	C[C@H]1CN([C@@H](C)CO)C(=O)c2cc(C#Cc3ccccc3)cnc2O[C@H]1CN(C)C(=O)c1ccccn1	0.8	.
4	C[C@@H]1CN([C@H](C)CO)C(=O)c2cc(NC(=O)CCC(F)(F)F)ccc2O[C@@H](C)CCCCO[C@@H]1CN(C)C(=O)CCC(F)(F)F	0.0	.
5	C[C@H]1CN([C@@H](C)CO)C(=O)c2cccc(NC(=O)c3ccncc3)c2O[C@H]1CN(C)S(=O)(=O)c1cccs1	2.3	.
6	C[C@H](CO)N1C[C@H](C)[C@H](CN(C)Cc2ccc(Cl)c(Cl)c2)Oc2ccc(NC(=O)C3CC3)cc2CC1=O	-0.5	-16.1
7	O=C(Nc1ccccc1F)N[C@H]1CC[C@H](CCNC(=O)C2CCCCC2)O[C@H]1CO	-0.5	8.8
8	C[C@H]1CN([C@@H](C)CO)C(=O)c2cc(NC(=O)Cn3cnnn3)ccc2O[C@@H]1CN(C)S(=O)(=O)c1ccc(F)cc1	-0.9	.
9	CC(C)NC(=O)NCC[C@H]1CC[C@H](NS(=O)(=O)c2ccc(Oc3ccccc3)cc2)[C@H](CO)O1	-0.2	-5.1
10	Cc1ccc(NC(=O)Cn2ccc([N+](=O)[O-])n2)cc1Cl	0.1	4.1
11	C[C@H]1CN([C@@H](C)CO)C(=O)c2cc(NC(=O)Cc3ccccc3)ccc2O[C@H]1CN(C)S(C)(=O)=O	.	-0.6
12	CCOc1ccc(-n2c(SCc3nc4ccccc4[nH]3)nc3sc4c(c3c2=O)CCCC4)cc1	0.5	-6.0
13	C[C@@H]1CN([C@H](C)CO)C(=O)c2c(c3ccccc3n2C)-c2ccccc2CO[C@@H]1CN(C)S(=O)(=O)c1ccc(C#N)cc1	0.7	-22.9
14	C[C@@H]1CN([C@H](C)CO)C(=O)CCCn2cc(nn2)CO[C@H]1CN(C)C(=O)Nc1cccc(Oc2ccccn2)c1	-1.5	.
15	O=C(C[C@H]1C[C@H]2c3cc(NC(=O)c4cccnc4)ccc3O[C@H]2[C@H](CO)O1)NCCc1ccccc1	0.1	1.8
16	O=C(Cc1ccccc1)N[C@H]1CC[C@@H](CC(=O)N2CCOCC2)O[C@H]1CO	-1.4	-8.5
17	COc1ccc(NC(=O)CNC(=O)c2cccc(C)c2)cc1	0.3	11.2
18	C[C@@H]1CN([C@H](C)CO)C(=O)c2cc(-c3cncnc3)cnc2O[C@@H]1CN(C)Cc1ccc(Oc2ccccc2)cc1	-0.2	-2.1&-13.2
19	CNC[C@@H]1Oc2c(NC(=O)c3ccncc3)cccc2C(=O)N([C@H](C)CO)C[C@H]1C	0.8	-3.3
20	CC(C)CC#Cc1ccc2c(c1)O[C@@H](CN(C)Cc1ccccn1)[C@H](C)CN([C@H](C)CO)S2(=O)=O	-0.8	.
21	NC(=O)CNCCC(c1ccccc1)c1ccccc1	-0.4	3.3
22	C[C@H](CO)N1C[C@H](C)[C@H](CN(C)Cc2ccc(-c3ccccc3)cc2)Oc2ccc(NC(=O)CCCN(C)C)cc2CC1=O	1.9	.
23	C[C@@H]1CN([C@@H](C)CO)C(=O)Cc2cc(N(C)C)ccc2O[C@H]1CN(C)Cc1ccc(C(=O)Nc2ccccc2N)cc1	-0.2	-9.6
24	COc1ccc(/C=N/NC(=O)CCCCCCC(=O)Nc2ccccc2O)cc1Br	.	17.4
25	COc1ccc(-c2cc(=O)[nH]c(SCC(=O)Nc3cccc(Cl)c3C)n2)cc1	-0.1	-9.9
26	C#CCNC(=O)C1=C[C@H](c2cn(C(C)=O)c3ccccc23)C[C@H](OCc2ccc(CO)cc2)O1	.	-0.3
27	CC(C)c1cc(/C=C(\C#N)C(=O)NCCCc2ccccc2)cc(C(C)C)c1O	-1.1	.
28	COc1ccc(NC(=O)N(C)C[C@H]2Oc3ccc(NS(=O)(=O)c4ccccc4)cc3C(=O)N([C@@H](C)CO)C[C@@H]2C)cc1	-0.5	.
29	C[C@H]1CN([C@@H](C)CO)C(=O)c2cc(NS(=O)(=O)c3ccc(Cl)cc3)ccc2O[C@@H]1CN(C)Cc1ccc(C(=O)Nc2ccccc2N)cc1	.	-1.6
30	C/C=C/c1cnc2c(c1)C(=O)N([C@@H](C)CO)C[C@H](C)[C@@H](CN(C)Cc1ccccc1)O2	-1.2	6.6
31	Cc1ccc(S(=O)(=O)NCC(=O)Nc2ccc(Cl)c(C(F)(F)F)c2)cc1	0.2	-5.5
32	CO[C@H](CN(C)S(=O)(=O)c1ccc(Cl)cc1)[C@@H](C)CN(Cc1ccccc1Cl)[C@H](C)CO	-0.6	22.5
33	COc1ccccc1CNC(=O)C[C@@H]1C[C@@H]2c3cc(NS(=O)(=O)c4ccc(F)cc4)ccc3O[C@@H]2[C@@H](CO)O1	-6.9	-0.2
34	O=C(N/N=C/c1cc(I)cc(I)c1O)c1ccccn1	0.4	8.6
35	Cc1noc(C)c1NC(=O)Nc1ccc2c(c1)CC(=O)N([C@H](C)CO)C[C@@H](C)[C@H](CN(C)S(=O)(=O)c1ccccc1)O2	2.5	.
36	Cc1cc(NC(=O)c2cc3nc(-c4cccs4)cc(C(F)(F)Cl)n3n2)n(-c2ccccc2)n1	0.0	5.6
37	C[C@H]1CN([C@@H](C)CO)C(=O)c2cccc(NC(=O)c3nc4ccccc4s3)c2O[C@@H]1CN(C)S(=O)(=O)c1ccc(Cl)cc1	1.0	.
38	COc1cccc(S(=O)(=O)N(C)C[C@@H]2Oc3ncc(-c4cc5ccccc5o4)cc3C(=O)N([C@H](C)CO)C[C@@H]2C)c1	0.1	.
39	O=C(Cc1ccccc1)N[C@@H]1CC[C@@H](CC(=O)N2CCCCC2)O[C@H]1CO	0.1	-2.5
40	COc1ccc(S(=O)(=O)Nc2ccc3c(c2)C(=O)N([C@@H](C)CO)C[C@H](C)[C@H](CN(C)S(=O)(=O)c2c(C)noc2C)O3)cc1	-2.6	.
41	C[C@H]1CN([C@@H](C)CO)C(=O)Cc2cc(NC(=O)NC3CCCCC3)ccc2O[C@H]1CN(C)C(=O)Nc1ccc(F)cc1	2.2	.
42	Clc1ccc(-c2nnc(SCc3nc4ccccc4[nH]3)o2)c(Cl)c1	0.0	9.8
43	C[C@@H]1CN([C@H](C)CO)C(=O)Cc2cc(N(C)C)ccc2O[C@@H]1CN(C)S(=O)(=O)c1cn(C)cn1	-0.4	6.6
44	COCC(=O)Nc1ccc2c(c1)[C@@H]1C[C@@H](CC(=O)OC)O[C@@H](CO)[C@@H]1O2	0.6	12.1
45	O=C(CSc1nnc(-c2ccncc2)n1-c1ccccc1)NC1CCCCC1	0.0	-11.5
46	C[C@H](CO)N1C[C@H](C)[C@H](CN(C)C(=O)C2CCCCC2)Oc2cc(C#CC(C)(C)O)ccc2S1(=O)=O	.	-14.0
47	COC(=O)C[C@@H]1C=C[C@@H](NS(=O)(=O)c2ccc(OC)cc2)[C@H](CO)O1	-0.1	2.1
48	Cc1noc(C)c1NC(=O)N[C@@H]1CC[C@@H](CCNC(=O)C2CCC2)O[C@H]1CO	0.3	5.2
49	COc1ccc(CN(C)C[C@@H]2Oc3ccc(NS(=O)(=O)c4ccc(C)cc4)cc3C(=O)N([C@@H](C)CO)C[C@@H]2C)cc1	-0.1	-7.8
50	COC(=O)C(C)c1ccc(C(=O)c2cccs2)cc1 (centres undefined)	0.0	.

Single records, from the list above.
C[C@@H]1CN([C@@H](C)CO)C(=O)Cc2cc(N(C)C)ccc2O[C@H]1CN(C)Cc1ccc(C(=O)Nc2ccccc2N)cc1 as listed: IDH1 mut inh = -0.2; PRC2 inh = -9.6
C#CCNC(=O)C1=C[C@H](c2cn(C(C)=O)c3ccccc23)C[C@H](OCc2ccc(CO)cc2)O1 as listed: IDH1 mut inh = .; PRC2 inh = -0.3
Cc1noc(C)c1NC(=O)Nc1ccc2c(c1)CC(=O)N([C@H](C)CO)C[C@@H](C)[C@H](CN(C)S(=O)(=O)c1ccccc1)O2 as listed: IDH1 mut inh = 2.5; PRC2 inh = .

Additional records
entry	canonical_smiles	IDH1 mut inh	PRC2 inh
51	CNC[C@@H]1Oc2ncc(-c3cccc(F)c3)cc2C(=O)N([C@@H](C)CO)C[C@@H]1C	0.3	-9.0
52	CCCC#Cc1cnc2c(c1)C(=O)N([C@@H](C)CO)C[C@H](C)[C@@H](CN(C)S(=O)(=O)c1cn(C)cn1)O2	-6.3	31.3
53	COc1ccc(S(=O)(=O)Nc2cccc3c2O[C@H](CN(C)C(=O)Nc2ccccc2)[C@@H](C)CN([C@H](C)CO)C3=O)cc1	0.1	.
54	CS(=O)(=O)Nc1ccc2c(c1)[C@@H]1C[C@@H](CC(=O)N3CCOCC3)O[C@@H](CO)[C@@H]1O2	1.7	-14.0
55	O=C(Nc1ccccc1C(=O)OCc1ccc([N+](=O)[O-])cc1)c1ccco1	-0.4	6.5
56	C[C@@H]1CCCCO[C@H](CN(C)C(=O)CCC(F)(F)F)[C@H](C)CN([C@@H](C)CO)C(=O)c2cc(NC(=O)c3ccncc3)ccc2O1	-1.2	.
57	Cc1ccccc1S(=O)(=O)NCC[C@H]1CC[C@@H](NC(=O)Nc2cccc(F)c2)[C@H](CO)O1	-0.3	-2.6
58	Cc1ccc(S(=O)(=O)Nc2ccc3c(c2)CC(=O)N([C@@H](C)CO)C[C@@H](C)[C@H](CN(C)Cc2ccccc2)O3)cc1	0.4	.
59	C[C@@H]1CCCCO[C@@H](CN(C)S(=O)(=O)c2cn(C)cn2)[C@@H](C)CN([C@@H](C)CO)C(=O)c2cc(NC(=O)Cc3ccccc3)ccc2O1	-2.7	.
60	CNC[C@H]1Oc2cc(C#CC(C)C)ccc2S(=O)(=O)N([C@@H](C)CO)C[C@H]1C	0.6	-16.8
61	C[C@@H](NC(=O)C[C@H]1CC[C@@H](NC(=O)Cc2ccccn2)[C@@H](CO)O1)c1ccccc1	-0.2	7.6
62	Cc1ccc(OCC(=O)OC2CCN(C)CC2)cc1	0.1	.
63	Cc1ccc(NC(=O)CSc2nc3sc4c(c3c(=O)n2-c2ccccc2)CCC4)c(C)c1	3.0	-13.3
64	C[C@H](CO)N1C[C@H](C)[C@@H](CN(C)Cc2ccccc2)Oc2cc(C3=CCCC3)ccc2S1(=O)=O	-4.0	29.0
65	COc1cccc(C#Cc2ccc3c(c2)O[C@H](CN(C)S(=O)(=O)c2ccccc2F)[C@H](C)CN([C@@H](C)CO)S3(=O)=O)c1	0.1	.
66	COC1OC2c3cc4c(cc3CCN(C)C2c2ccc3c(c21)OCO3)OCO4 (centres undefined)	0.3	-17.7
67	CS(=O)(=O)N(CC(=O)Nc1cccc(Cl)c1Cl)Cc1ccccc1	-0.7	-5.5
68	Cc1noc(C)c1NC(=O)Nc1ccc2c(c1)CC(=O)N([C@@H](C)CO)C[C@H](C)[C@@H](CN(C)C(=O)Nc1cccc3ccccc13)O2	-0.2	.
69	COC(=O)c1csc(C(=O)c2c[nH]c3ccccc23)n1	0.2	-6.4
70	COc1ccccc1C(=O)Nc1ccc2c(c1)C(=O)N(C)C[C@H](OC)[C@@H](C)CN(C(C)=O)[C@@H](C)CO2	-0.2	4.4
71	NC(=O)c1ccc2nc3ccsc3c(=O)n2c1	-1.1	8.5
72	Cc1cc(=O)oc2cc(NC(=S)NCc3cccnc3)ccc12	0.0	-9.3
73	C[C@H]1CN([C@@H](C)CO)C(=O)c2cccc(NC(=O)C3CCCCC3)c2O[C@H]1CN(C)S(=O)(=O)c1cccs1	-15.5	.
74	CC(C)c1cc(I)ccc1NC(=O)CSc1nc2ccccc2c(=O)[nH]1	-0.1	-14.9
75	COCC(=O)Nc1ccc2c(c1)[C@@H]1C[C@@H](CC(=O)NCc3ccccc3OC)O[C@@H](CO)[C@@H]1O2	-0.3	7.0
76	C[C@H](CO)N1C[C@H](C)[C@@H](CN(C)S(=O)(=O)c2cccc(C#N)c2)OCc2cnnn2CCCC1=O	-0.2	.
77	CC(=O)N(C)C[C@H]1Oc2ncc(C#Cc3cccc(F)c3)cc2C(=O)N([C@@H](C)CO)C[C@@H]1C	4.5	0.4
78	C[C@@H]1CN([C@H](C)CO)C(=O)c2cc(NS(=O)(=O)c3ccccc3)ccc2O[C@H]1CN(C)Cc1ccc(-c2ccccc2)cc1	0.3	.
79	O=C(O)C[C@H]1C[C@H]2c3cc(NC(=O)C4CCC4)ccc3O[C@H]2[C@@H](CO)O1	1.2	4.9
80	C[C@@H]1CN([C@H](C)CO)C(=O)c2cc(NC(=O)Cc3ccccc3)ccc2O[C@@H](C)CCCCO[C@H]1CN(C)S(=O)(=O)c1ccccc1	-0.3	.
81	C[C@@H]1CN([C@H](C)CO)C(=O)c2cc(NS(=O)(=O)c3ccc(F)cc3)ccc2O[C@@H]1CN(C)S(C)(=O)=O	1.6	.
82	COCC(=O)N1C[C@@H](C)[C@H](OC)CN(C)C(=O)c2cc(NS(C)(=O)=O)ccc2OC[C@@H]1C	0.2	12.9
83	O=C(C[C@H]1C[C@@H]2c3cc(NC(=O)c4ccc5c(c4)OCO5)ccc3O[C@@H]2[C@@H](CO)O1)NCc1ccc(Oc2ccccc2)cc1	0.1	-8.0

Reprinted at random: 2 compounds from above
entry	canonical_smiles	IDH1 mut inh	PRC2 inh
79	O=C(O)C[C@H]1C[C@H]2c3cc(NC(=O)C4CCC4)ccc3O[C@H]2[C@@H](CO)O1	1.2	4.9
82	COCC(=O)N1C[C@@H](C)[C@H](OC)CN(C)C(=O)c2cc(NS(C)(=O)=O)ccc2OC[C@@H]1C	0.2	12.9
